# ERK EGF block – EGF-driven ERK pathway inhibition; HEK293-V1b, EGF-stimulated phospho-ERK AlphaScreen; Potency, µM (series often up to 11.5 µM), for inactives: at the top dose activity change, negative = inhibition, usual class: inhibitors; 130,000 compounds, 0.41% hits; AID 1454; active = well fitted inhibition curve with a large enough effect; inconclusive = small, poorly fitted or top-dose-only effect, or effect the other way;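 note: plate controls were stimulated vehicle wells for no effect and unstimulated vehicle basal for full effect; nearly all actives have a fitted effect of over 55% in size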
#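 Compounds are titrated over HEK293-V1b cells kept overnight in 1% FBS. After 30 min at 37C, EGF (25 nM final) triggers ERK phosphorylation for 5 min, measured by AlphaScreen in lysates.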
# * = called active by the depositor; u = inconclusive; & = joins results of further samples; [ ] = another dose, or the depositor's remark. Potency is the fitted concentration of half-maximal effect.
SMILES,ERK EGF block
CC(=O)/C(C#N)=C1\NC(=O)C(Cc2cc(Cl)ccc2Cl)S1 (stereo not drawn),4.5%[57.5 µM]
Cc1ccc(N/N=C2\CCS(=O)(=O)c3sccc32)cc1,1.4%
Cc1ccc(F)cc1NC(=O)c1ccc(NS(=O)(=O)c2ccc(Br)s2)cc1,-2.9%
COc1cc2c(cc1C(F)(F)F)N(C(=O)Nc1cc(F)cc(-c3cccnc3)c1)CC2,2.4%&-14.5%
CC(=O)/C(=N\Nc1cccc(Cl)c1)Sc1nnc(-c2ccccc2)n1-c1ccccc1,1.8%
O=C(C(Cc1ccccc1)N1C(=O)c2ccccc2C1=O)N1c2ccccc2CCc2ccccc21 (stereo not drawn),6.2%
Cn1c(=O)cc(Nc2ccccc2)c2c(=O)n(-c3ccccc3)c(=O)n(-c3ccccc3)c21,5.01µM*
COc1ccc(-c2ccc(S(=O)(=O)N3CCCC3)cc2)cc1,-11.0%
CCOC(=O)COc1cccc2c(=O)n(CC(=O)NCc3ccccc3)ccc12,-15.3%[57.5 µM]
Cc1ccc(S(=O)(=O)N2CCCCC2)cc1NC(=O)COC(=O)Cc1c(F)cccc1Cl,0.3%
CN(C)c1ccc(-c2ccc3ncnc(NCc4ccccc4)c3c2)cc1,8.91µM*
Cc1nn(C)c(Oc2cccc(C(F)(F)F)c2)c1C=O,-2.4%
O=CN1CCCN(Cc2nc(Cc3ccccc3F)no2)CC1,-7.8%
COc1ccc(C(=O)Cc2cc(OC)c(OC)cc2C(=O)c2ccccc2F)cc1OC,4.7%
CNC1=C(Cl)C(=O)c2ccncc2C1=O,-6.9%

# Part of the list above in order of count of non-hydrogen atoms, ascending.
SMILES,ERK EGF block
Cc1nn(C)c(Oc2cccc(C(F)(F)F)c2)c1C=O,-2.4%
COc1ccc(-c2ccc(S(=O)(=O)N3CCCC3)cc2)cc1,-11.0%
O=CN1CCCN(Cc2nc(Cc3ccccc3F)no2)CC1,-7.8%
COc1cc2c(cc1C(F)(F)F)N(C(=O)Nc1cc(F)cc(-c3cccnc3)c1)CC2,2.4%&-14.5%
COc1ccc(C(=O)Cc2cc(OC)c(OC)cc2C(=O)c2ccccc2F)cc1OC,4.7%
Cn1c(=O)cc(Nc2ccccc2)c2c(=O)n(-c3ccccc3)c(=O)n(-c3ccccc3)c21,5.01µM*

# Additional entries follow:
SMILES,ERK EGF block
CCCNC(=O)c1ccc(C2SCC(=O)N2Cc2ccccc2)cc1 (stereo not drawn),-1.5%
O=C(NCc1ccc(Cl)cc1)c1ccc(-n2cccn2)nc1,-3.5%
COc1cc(OC)c2c(-c3ccccc3)cc(=O)oc2c1C(CC(=O)N1CCOCC1)c1ccc(N(C)C)cc1 (stereo not drawn),2.3%[57.5 µM]
Cc1cccc(CCNC(=O)CC2C(=O)NCCN2Cc2ccc(F)c(F)c2)n1 (stereo not drawn),-9.4%
CCOc1ccc(CNC(=O)CCS(=O)(=O)Cc2cccc(Cl)c2)cc1OC,3.0%
CNC(=S)N1CCn2cccc2C1c1ccc(F)cc1 (stereo not drawn),-10.0%
COc1ccc(CCNC(=O)c2cc(-c3ccccn3)nc3c(Cl)cccc23)cc1OC,-6.7%
CC1(O)C(=O)C=C2C=C(c3ccsc3)OC=C2C1=O (stereo not drawn),-2.5%
Cc1cccc(N2CCN(C(=O)Cn3cnc4c3c(=O)n(C)c(=O)n4C)CC2)c1C,3.4%
Cc1ccccc1Cn1cc(C)c(=O)[nH]c1=O,-1.2%
O=C(Cc1ccccc1)c1nnc(-c2ccccc2)o1,-9.1%
CS(=O)(=O)N1CCN(c2ccc([N+](=O)[O-])cc2C(F)(F)F)CC1,9.0%[57.5 µM]
COc1ccc(N(CC(=O)NCCC2=CCCCC2)S(=O)(=O)c2ccc(C)cc2)cc1,-2.4%
CC(C)(C)c1ccc(OCC(=O)N/N=C/C2CC=CCC2)cc1 (stereo not drawn),-3.7%
CC/C=C\C/C=C\C/C=C\C/C=C\C/C=C\CCC(=O)O[C@H](COCCCCCCCCCCCCCCCC)COP(=O)([O-])OCC[N+](C)(C)C,1.4%

# Among those listed so far, these contain two or more sulfur atoms.
SMILES,ERK EGF block
Cc1ccc(N/N=C2\CCS(=O)(=O)c3sccc32)cc1,1.4%
Cc1ccc(F)cc1NC(=O)c1ccc(NS(=O)(=O)c2ccc(Br)s2)cc1,-2.9%

# Following part
SMILES,ERK EGF block
CCCc1noc2c1C(c1cc(Br)ccc1F)C(C#N)=C(N)N2 (stereo not drawn),-10.9%
CCN(C(=O)CSc1nncn1-c1ccccc1)c1c(N)n(Cc2ccccc2)c(=O)[nH]c1=O,-6.8%
CCOC(=O)c1cc(-c2csc(N/N=C/c3ccccc3Cl)n2)on1,4.0%[57.5 µM]
CO/N=C(\C(=O)NC1C(=O)N2C(C(=O)OCOC(=O)C(C)(C)C)=C(/C=C\c3scnc3C)CSC12)c1csc(N)n1 (stereo not drawn),-1.6%
O=[N+]([O-])c1ccc2cn(-c3ccccc3)nc2c1,0.5%
Nc1ccc(S(=O)(=O)NC(=O)c2ccccc2)cc1,-11.4%[57.5 µM]
COc1ccc(C2CC(=O)C(C=NCCN3CCN(C(C)=O)CC3)=C(O)C2)cc1 (stereo not drawn),-2.0%
CC(=O)Nc1cccc(OCCCNC(=O)c2cccc3ccccc23)c1,9.6%[57.5 µM]
CC1=C(C(N)=O)C(c2ccncc2)n2nc(-c3ccccc3Cl)nc2N1 (stereo not drawn),-3.0%
CN(CC(=O)Nc1ccc(N2CCOCC2)cc1)C(=O)CC(c1ccccc1)c1ccccc1,6.1%
O=[N+]([O-])c1cccc(-c2n[nH]c(=S)n2-c2ccccc2)c1,11.7%[57.5 µM]
O=C(Cc1ccc(Cl)cc1)NCc1ccccc1Cl,-6.7%
COc1cc2c(cc1OC)C1C(C(=O)Nc3ccccc3N3CCN(C)CC3)c3ccccc3C(=O)N1CC2 (stereo not drawn),1.8%
Cc1cccc(NC(=O)c2ccc3nsnc3c2)c1C,9.7%
O=C(NNc1nc(Nc2ccccc2)nc(N2CCOCC2)n1)Nc1ccc(Cl)cc1,16.0%

# Another view of some results above:
SMILES	ERK EGF block
COc1ccc(C2CC(=O)C(C=NCCN3CCN(C(C)=O)CC3)=C(O)C2)cc1 (stereo not drawn)	-2.0%
CC(=O)Nc1cccc(OCCCNC(=O)c2cccc3ccccc23)c1	9.6%[57.5 µM]
CC1=C(C(N)=O)C(c2ccncc2)n2nc(-c3ccccc3Cl)nc2N1 (stereo not drawn)	-3.0%
CN(CC(=O)Nc1ccc(N2CCOCC2)cc1)C(=O)CC(c1ccccc1)c1ccccc1	6.1%
O=[N+]([O-])c1cccc(-c2n[nH]c(=S)n2-c2ccccc2)c1	11.7%[57.5 µM]

# The results go on.
SMILES,ERK EGF block
COc1cc(O)c(C(CC(=O)N2CCOCC2)c2ccc(N(C)C)cc2)c(OC)c1 (stereo not drawn),-10.8%[57.5 µM]
FC(F)(F)c1ccccc1-c1cncnc1NCCc1cnc[nH]1,23.5%
COC(=O)c1sccc1NC(=O)NC1CCCCC1,-7.9%
Cc1nc2cc(Cl)c(Cl)cc2n1CCCO,-4.1%[57.5 µM]
COc1ccccc1NC(=O)Oc1cccc(OC(=O)c2ccccc2)c1,-5.1%[57.5 µM]
Cc1cc(C(F)F)n2ncc(C(=O)NCc3ccccc3F)c2n1,7.9%
COCCNC(=O)C(c1ccc(O)cc1)N(C(=O)CCC(=O)Nc1nccs1)c1cccc(C)c1 (stereo not drawn),-5.9%
Cc1ccccc1CSc1nn2c(=O)c(C)nnc2s1,-1.2%
Cc1ccc(CC(=O)Nc2cc([N+](=O)[O-])ccc2F)cc1,-6.5%
COC(=O)C1=CN(Cc2ccc(OC)cc2)C=C(C(=O)OC)C1c1cccs1,u
Cc1ccccc1-c1nccc(-n2ccnc2)n1,31.0%
CC(=O)N1CCN(c2ccc(NC(=S)NC(=O)/C=C/c3ccccc3)cc2)CC1,-7.5%
COC(=O)C1=C(O)/C(=C\c2sccc2C)N=C1C,2.5%
NC(=O)C1(N2CCCCC2)CCN(Cc2nc(-c3cccs3)no2)CC1,-1.6%[57.5 µM]
O=C(Nc1cccc(-c2csc(Nc3ccccc3)n2)c1)c1ccccc1,-6.4%[57.5 µM]
CCN(CC)C(=O)CN1C(=O)C(=O)c2ccccc21,-7.3%
Cc1ccccc1NC(=S)Nc1ccc2[nH]c(=O)[nH]c2c1,2.5%[57.5 µM]
COc1ccc(C(=O)NCC(=O)OCC(=O)Nc2sccc2C#N)cc1OC,-2.1%
O=[N+]([O-])c1ccc(N2CCN(CCO)CC2)cc1NCc1ccco1,-1.5%
CCN(Cc1cnn(C)c1)C(=O)CC1C(=O)NCCN1Cc1cccc(OC)c1OC (stereo not drawn),-12.1%
Cn1c(=O)cc(SCC(=O)N2CCOCC2)c2ccc(Cl)cc21,-4.8%
C=CCO/N=C/C1C(=O)CC(C)(C)CC1=O,5.7%
COc1cc2cc(CN(Cc3cccnc3)C(=O)Nc3ccccc3)c(=O)[nH]c2cc1OC,7.5%
Nc1ccc2nc[nH]c2c1,-3.6%
Cc1ccc(N2CCOCC2)c2c1C(=O)c1ccccc1C2=O,16.6%
O=C(CSc1nc2ccccc2c(=O)n1Cc1ccco1)N1CCCC1,3.1%
CCn1nc(C)c(CNC(=O)Nc2ccc3c(c2)OCO3)c1C,-3.7%
CC(C)(C)NC(=O)c1ccc2nsnc2c1,18.6%
O=C(Nc1ccon1)c1ccc(OC2CCCC2)cc1,6.3%
COC(=O)C1CCN(c2cc(=O)n(Cc3ccc(F)cc3)c(=O)[nH]2)CC1,-8.5%
COCCN(C(=S)Nc1cc(C)cc(C)c1)C(C)c1ccco1 (stereo not drawn),8.7%
COc1cc(/C=N/NC(=O)c2cccnc2)ccc1OS(=O)(=O)c1ccc(C)cc1,0.0%
COC(=O)c1c(C)[nH]c(C(=O)CSc2ncnc3sc(-c4ccccc4)cc23)c1C,2.8%
Cc1cc(C)cc(OC(=O)CCN2C(=O)c3ccccc3C2=O)c1,8.5%
COc1cc(/C=N/NC(=O)c2ccncc2)ccc1OCCN1CCCCC1,2.0%
CC1CC(=O)NN=C1c1cccs1 (stereo not drawn),11.9%[57.5 µM]
C/C(CC(=O)NC1CCCCC1)=N\NC(=O)Cc1ccc(-c2ccccc2)cc1,28.1%
O=C(O)CCCC(=O)N1CCN(C(c2ccccc2)c2ccccc2)CC1,1.6%
N#CCCn1c(=O)c(CCc2ccccc2)nc2cnc(Oc3cccc(Cl)c3)nc21,-3.0%
O=C(CCC1CC(=O)Nc2ccccc21)NCc1cccnc1 (stereo not drawn),-5.6%
O=C(CSc1nc2c(sc3ccccc32)c(=O)n1-c1ccccc1)NCc1ccco1,-4.5%
CN(C)S(=O)(=O)c1cc(NC(=O)c2cc(=O)[nH]c3ccccc23)ccc1Cl,u
O=C(NCCCN1CCOCC1)c1ccc(CSCc2cccc(Cl)c2)o1,0.0%
Cc1cc(C)n(CC(=O)c2ccc(Cl)cc2)n1,-2.2%
Cc1cccc(NC(=O)C2CCCN2/C=C/C(=O)C(F)(F)F)c1C (stereo not drawn),7.7%
Cc1ccccc1OCc1nnc(SCC(=O)NCc2ccco2)n1C,2.0%
CN(C)c1cc(NC(=O)CN2CCOCC2)c2ccccc2n1,-9.4%[57.5 µM]
C=C(C)Cn1c(NCCOC)nc2c1c(=O)[nH]c(=O)n2C,-8.2%[57.5 µM]
CCN(CC)S(=O)(=O)c1ccc(NCC2COc3ccccc3O2)c([N+](=O)[O-])c1 (stereo not drawn),-3.9%
N#Cc1ccc(NC(=O)Cn2c3[n+](c4ccc(C(F)(F)F)cc42)CCCCC3)cc1,-1.1%
COc1ccccc1-n1c(CNc2ccc(F)cc2)nnc1SCC(=O)Nc1cc(C)on1,7.4%
O=c1c2c(nc3cc(-c4ccc(Br)cc4)[nH]n13)CCCC2,3.1%
CNC(=S)Nn1cnc2ccccc21,-1.9%[57.5 µM]
CC1=C(C(=O)O)N2C(=O)C(NC(=O)c3nn(C)c(C)c3Cl)C2SC1 (stereo not drawn),-6.8%
CS(=O)(=O)N(CCc1ccccc1)CC(=O)N1CCCC1,5.0%[57.5 µM]
COc1ccc(C(CC(=O)N2CCCC(C)C2)c2c(O)cc(OC)cc2OC)cc1 (stereo not drawn),-1.8%[57.5 µM]
COc1ccc(-n2nnnc2/C=C\Nc2ccc(C)cc2)cc1,10.6%[57.5 µM]
Nc1cccc(C(=O)OCC(=O)c2ccccc2)c1,-0.2%
COc1ccc(S(=O)(=O)NCC2CCCN(C(=O)c3occc3C)C2)cc1 (stereo not drawn),-3.9%
COc1cc(/C=C/C(=O)OCc2cn3cc(Cl)ccc3n2)ccc1O,-11.7%[57.5 µM]

# The list goes on.
SMILES,ERK EGF block
CCOc1ccc(NC(=O)CN2C(=O)C(C)SC(C)C2=O)cc1 (stereo not drawn),-9.2%
CN(C)S(=O)(=O)Oc1ccc(C(=O)Nc2cccc(C(F)(F)F)c2)cc1,u
CN1CCN(CCCCOc2ccccc2-c2ccccc2)CC1,-0.8%
Cn1/c(=N/N=C/c2ccccn2)sc2ccccc21,0.9%
O=C(Nc1cc(=O)[nH]c2nc(-c3ccccc3)nn12)c1ccccc1Cl,6.9%[57.5 µM]
O=C(COc1ccccc1C(=O)Nc1ccccc1)c1ccc(Br)cc1,-6.4%
c1ccn2c(CNc3ncnc4sccc34)nnc2c1,2.3%
Cc1ccc(/C=N/NC(=O)C(C)Oc2ccccc2[N+](=O)[O-])s1 (stereo not drawn),4.2%
N#Cc1ccc(N2C(=O)[C@@H]3C(C(=O)c4cnccn4)=NN[C@@H]3C2=O)cc1,-4.1%[57.5 µM]
O=C(NCCSc1ccccc1)c1ccccc1Cl,6.1%
Cc1c(N=C2N=C(NC(=O)Nc3ccc(Cl)cc3)c3ccccc32)c(=O)n(-c2ccccc2)n1C,-6.4%
O=C(CN1C(=O)c2cccc3cccc(c23)C1=O)N1CCOCC1,5.0%
CCOC(CNC(=O)c1cccc([N+](=O)[O-])c1)OCC,-3.5%[57.5 µM]
Cc1ccc(C)n1-c1ccc(C(=O)NN)s1,-12.3%
CC(=O)Nc1ccc(S(=O)(=O)NNC(=O)COc2ccc(Cl)cc2Cl)cc1,6.2%[57.5 µM]

# Assay outcomes from PubChem BioAssay.

# Some of the compounds tested; count on the stated rates, not on these rows.
